OX1R antag-1: OX1R (HCRTR1) antagonists, primary screen, fluorescence, CHO/OX1R cells, Fluo-8 calcium, orexin A; Orexin/Hypocretin receptor type 1 (Homo sapiens), O43613; Fluo-8 calcium fluorescence; inhibition, % at 5 µM; hit rate 0.43% among 330,000; AID 434989, 2010;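 active = inhibition above its plate's threshold, mean inhibition of all tested compounds on the plate plus 3 SD, cut at about 37% in these data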;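 also: 0% = orexin A challenge wells and 100% = SB-334867-A antagonist wells; not every result past the cut was called active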
Target sequence (O43613 whole entry, looked up): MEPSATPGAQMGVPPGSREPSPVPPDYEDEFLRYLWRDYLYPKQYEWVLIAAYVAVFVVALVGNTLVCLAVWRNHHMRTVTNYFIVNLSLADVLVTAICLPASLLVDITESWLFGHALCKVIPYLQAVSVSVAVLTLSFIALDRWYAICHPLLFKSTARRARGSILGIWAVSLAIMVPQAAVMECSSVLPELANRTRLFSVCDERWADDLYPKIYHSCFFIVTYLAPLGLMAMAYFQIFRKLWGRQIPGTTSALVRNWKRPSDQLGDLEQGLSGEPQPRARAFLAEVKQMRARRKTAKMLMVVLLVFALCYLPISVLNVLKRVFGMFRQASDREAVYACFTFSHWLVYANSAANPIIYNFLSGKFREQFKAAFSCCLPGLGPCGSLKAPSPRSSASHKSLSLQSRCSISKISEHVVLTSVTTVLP
OX1R antag-2: antagonists of human orexin 1 receptor (OX1R); Orexin/Hypocretin receptor type 1 (Homo sapiens), O43613; inhibition, % at 6.6 µM; hit rate 1.8% among 330,000; OX1R-expressing cells, FRET antagonist read-out; AID 485270, 2010; in the data active = inhibition mostly above about 38%, no sharp cut-off; inactive = mostly below about 40%;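 also: 0% = agonist challenge alone and 100% = reference antagonist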
The depositor's hits bear a star. Rows are unselected; 2.1% or so of the library scored in one or more.

Second line of a record: OX1R antag-1, OX1R antag-2
COc1ccc(C(=O)CCC(=O)NCCc2c[nH]c3ccccc23)cc1
 : -14, -3
Cc1ccc(S(=O)(=O)CCC(=O)OCC(=O)NCC(=O)Nc2c(C)cc(C)cc2C)cc1
 : -6, 11
COCC(=O)N1CCCC(CNS(=O)(=O)c2ccc(OC)cc2)C1 (configuration not stated)
 : -12, 12
Cc1cccc(Nc2ncnc3ccc(Br)cc23)c1
 : -42, 20
COc1cccc(-c2cc(=O)c3cc(NC(=O)c4ccccc4)ccc3[nH]2)c1
 : -8, 33
CCC(=O)N1CCC2(CC1)Oc1ccc(F)cc1C(=O)C21CC(c2ccc(Cl)cc2)=NO1 (configuration not stated)
 : -9, 27
CC(=O)Nc1ccc(S(=O)(=O)N(C)CC(=O)OCC(=O)NCc2ccco2)cc1
 : -16, 5
CCCCn1c(N)c(N(CC)C(=O)c2ccccc2C)c(=O)[nH]c1=O
 : -6, -1
N/C(Cc1ccc(Cl)cc1Cl)=N\OC(=O)c1ccccc1
 : -9, 0
COC(=O)c1cccc(NC(=O)CSCc2ccccc2)c1
 : 11, 12
CC(/C=N/NC(=O)Cn1cnc2c1c(=O)n(C)c(=O)n2C)=C\c1ccccc1
 : -6, 17
Cc1ccc(C(=O)N2CCC3(CC2)Oc2ccc(F)cc2C(=O)C32CC(c3cccnc3)=NO2)s1 (configuration not stated)
 : -12, 18
CN(CCn1ccnc1)C(=O)CC1C(=O)NCCN1Cc1ccccc1C(F)(F)F (configuration not stated)
 : -20, 8
CC(NC(=O)COC(=O)Cn1cnc2ccccc2c1=O)C1CC2CCC1C2 (configuration not stated)
 : -32, 32
O=C(CNC(c1ccccc1)c1ccccc1)NCc1ccccc1Cl
 : -35, 9

The list goes on; the last four above are carried over.
Second line of a record: OX1R antag-1, OX1R antag-2
Cc1ccc(C(=O)N2CCC3(CC2)Oc2ccc(F)cc2C(=O)C32CC(c3cccnc3)=NO2)s1 (configuration not stated)
 : -12, 18
CN(CCn1ccnc1)C(=O)CC1C(=O)NCCN1Cc1ccccc1C(F)(F)F (configuration not stated)
 : -20, 8
CC(NC(=O)COC(=O)Cn1cnc2ccccc2c1=O)C1CC2CCC1C2 (configuration not stated)
 : -32, 32
O=C(CNC(c1ccccc1)c1ccccc1)NCc1ccccc1Cl
 : -35, 9
Cc1ccc(NC(=O)c2cccc(N3C(=O)CCC3=O)c2)nc1
 : -15, 20
CCn1cc(C(=O)NCCc2ccc(OC)cc2)c(=O)c2ccc(C)nc21
 : -24, 11
O=C(CCNc1ccc(Br)cc1)c1cccc([N+](=O)[O-])c1
 : -13, 25
Cc1cc(Cl)c(S(=O)(=O)NCC2CCCO2)cc1OCC(N)=O (configuration not stated)
 : -9, 10
CSc1ccccc1OCc1cc(C(=O)N2CCC(c3ccncc3)CC2)no1
 : 13, 54
O=C(CN1CCOCC1)Nc1cccc(S(=O)(=O)N2CCCCCC2)c1
 : -23, 21
O=C(CNS(=O)(=O)c1cccs1)N1CCN(c2ccccn2)CC1
 : 9, 11
Cc1c(Cl)cccc1NC(=O)COC(=O)C12CC3CC(CC(O)(C3)C1)C2
 : -16, 0
COC(=O)Nc1ccc(S(=O)(=O)NNC(=O)c2c(O)c3ccccc3n(C)c2=O)cc1
 : -5, 9
Cc1ccc2nc(-c3ccc(O)cc3)oc2c1
 : -7, 45
CC(C)(C)c1ccc(C(=O)NCCC(=O)Nc2cc(Cl)ccc2N2CCOCC2)cc1
 : -34, 7
O=C(CNC(=O)c1cccs1)c1ccc(Cl)cc1
 : -2, 22
CCOc1ccccc1/C=C/C(=O)c1ccc(Cl)cc1
 : -27, 14
Cc1[nH]c(=S)c(C#N)c(-c2ccco2)c1C(=O)N(C)C
 : -22, 20
CCCCn1c(N)c(N(CCOC)C(=O)CC(NC(=O)c2ccccc2)c2ccccc2)c(=O)[nH]c1=O (configuration not stated)
 : -11, 0

Other entries
Second line of a record: OX1R antag-1, OX1R antag-2
CCOc1ccc(NC(=S)N2CCN(C/C=C/c3ccccc3)CC2)cc1
 : -26, 9
N#C/C(=C\c1cn(Cc2ccccc2C#N)c2ccccc12)C(=O)NCc1cccs1
 : -21, 7
CCOc1cc(OCC)cc(C(=O)Nc2cccc(C(C)=O)c2)c1
 : -27, 28
CC(C)(C)c1ccc(C(=O)NCC(=O)N2CCNC(=O)C2)cc1
 : -5, 20
COC(=O)C1Sc2[nH]c(=O)sc2C(c2ccc(Cl)cc2)C1C(=O)OC (configuration not stated)
 : -28, 6
CCOC(=O)CC(=O)CSc1ncnc2c1cnn2-c1ccccc1
 : -26, 11
Cc1ccc(CN2CCN(/N=C/c3ccco3)CC2)c(C)c1
 : 2, 5
Cc1c(/C=N\NC(=O)c2cccc(F)c2)cnn1C
 : -5, 19
O=C(Nc1nc2c(s1)CN(Cc1ccccc1)CC2)c1c(F)cccc1F
 : -14, 3
COc1ccc(NC(=O)c2cccs2)cn1
 : -7, 5
CC(=NC1CCCC1)c1c(C)[nH]n(-c2nc3ccccc3s2)c1=O
 : -6, 17
Cn1c(=O)c2c(ncn2CC(=O)Nc2ccccc2Sc2ccccc2)n(C)c1=O
 : -20, 5
O=C(CSc1nnc2c(n1)[nH]c1ccccc12)N1CCCCC1
 : 15, 25
CCOC(=O)c1cnc(-n2nc(C)cc2C)nc1Nc1ccc(N(C)C)cc1
 : -29, -2
Cc1cccc(C(=O)NCC(=O)N(C)CC(=O)Nc2ccc(N3CCOCC3)cc2)c1
 : 0, 5

The list goes on.
Second line of a record: OX1R antag-1, OX1R antag-2
Cc1ccc(-n2nc(C)c3c(C)c(CCC(=O)O)c(C)nc32)cc1C
 : -30, 5
CC(C)Cc1nc2oc3c(=O)[nH]cnc3c2c2c1CCC2
 : -20, 15
C/C(CC(=O)Nc1ccccc1[N+](=O)[O-])=N\NC(=O)COc1ccccc1C
 : -19, 25
CC1(C)Cc2c(cnn2-c2ccc(F)cc2)C(NC(=O)CN2CCCCC2=O)C1 (configuration not stated)
 : -15, 17
CSc1sc(C(=O)N2CCCCC2)c(-c2cccs2)c1C#N
 : -25, 3
Cc1ccc(NS(=O)(=O)c2ccc(Cl)c(C(=O)O)c2)cc1S(=O)(=O)N1CCOCC1
 : -9, 16
CCOc1ncccc1C(=O)NCC1COc2ccccc2O1 (configuration not stated)
 : 30, 81*
COc1ccc(CC(=O)Nc2ccc(S(=O)(=O)Nc3cc(C)on3)cc2)cc1
 : -21, 11
CC(=O)Nc1ccc(NCC(=O)c2ccccc2)cc1
 : -9, -19
COc1cc(OC)cc(C(=O)Nc2cccc3c2CCCC3)c1
 : 6, 3
C=CCNc1nc(NC(C)(C)CO)nc(OC)n1
 : -13, 7
C=CCn1nc([N+](=O)[O-])nc1Sc1cccc2cccnc12
 : 24, 18
CCCn1c(SCC(=O)Nc2ccc(OCC)cc2)nnc1C(C)C
 : -3, 9
COc1ccccc1CNC(=O)COC(=O)c1cnccn1
 : -15, 14
Cc1ccc(Oc2ccc(Cl)cc2NC(=O)c2cnccn2)cc1
 : -18, 24

Carrying on.
Second line of a record: OX1R antag-1, OX1R antag-2
CC(C)(CC(=O)O)CC(=O)Nc1ccc2c(c1)ncn2CCc1ccccc1
 : -2, -2
COc1ccccc1S(=O)(=O)Cc1ccc(C(=O)NC2CCCCC2)o1
 : -20, 10
COc1cc(C2C(C#N)=C(C)NC3=C2C(=O)CC(C)(C)C3)cc(OC)c1O (configuration not stated)
 : -8, 13
Cc1cc(-c2nnc(CCC(=O)NCC(C)c3ccccc3)o2)no1 (configuration not stated)
 : -14, 6
N#Cc1cccc(S(=O)(=O)NNC(=O)C23CC4CC(CC(C4)C2)C3)c1
 : -14, 12
O=C1CCCC/C1=C\Nc1ccc(C(=O)O)c(O)c1
 : 5, 12
Cc1csc2c(=O)sc(NC(=O)c3ccco3)nc12
 : -27, 8
CCc1nnc(NC(=O)CCC(=O)N2CCN(CCOc3ccc(C)cc3)CC2)s1
 : -19, 21
O=C(Nc1ccccc1N1CCOCC1)c1cccc(NS(=O)(=O)c2ccc(F)c(F)c2)c1
 : 16, 25
O=C(CS(=O)(=O)c1ccc(F)cc1)N1CCN(c2ccccc2)CC1
 : -17, 10
Cc1ccsc1/C=N\NC(=O)c1ccc2c(c1)OCO2
 : 0, 14
COc1ccc(-c2oc3ccc(N4CCOCC4)cc3c2C#Cc2ccc(N)cc2)cc1
 : 7, 15
COCCCNC(=O)c1ccccc1C(F)(F)F
 : -16, 16
O=C(CCN1CCN(c2ccccc2F)CC1)c1ccc(Br)cc1
 : 5, 10
O=C(O)c1cc(NC(=O)c2ccc([N+](=O)[O-])cc2)cc(NC(=O)c2ccc([N+](=O)[O-])cc2)c1
 : -3, 15

Five compounds from above, ordered by their value in OX1R antag-1, descending:
Second line of a record: OX1R antag-1, OX1R antag-2
O=C(Nc1ccccc1N1CCOCC1)c1cccc(NS(=O)(=O)c2ccc(F)c(F)c2)c1
 : 16, 25
COc1ccc(-c2oc3ccc(N4CCOCC4)cc3c2C#Cc2ccc(N)cc2)cc1
 : 7, 15
O=C(CCN1CCN(c2ccccc2F)CC1)c1ccc(Br)cc1
 : 5, 10
Cc1cc(-c2nnc(CCC(=O)NCC(C)c3ccccc3)o2)no1 (configuration not stated)
 : -14, 6
COCCCNC(=O)c1ccccc1C(F)(F)F
 : -16, 16

Going on with the list.
Second line of a record: OX1R antag-1, OX1R antag-2
CSc1nnc(N2C(=O)C(O)=C(C(=O)c3ccco3)C2c2ccc(F)cc2)s1 (configuration not stated)
 : 37, 6
O=C(O)CCc1nn2c3ccccc3n(Cc3ccccc3F)c2nc1=O
 : -19, 7
CN(c1ccc(OCC(=O)OCC(=O)c2c(N)n(C)c(=O)n(C)c2=O)cc1)S(=O)(=O)c1ccc2ccccc2c1
 : -8, 24
Cc1cccc(NC(=O)CSc2nnc(NC(=O)C3CCC3)s2)c1
 : -8, 11
COc1cc(C(=O)NCCOc2cc(C)ccc2C(C)C)cc(OC)c1OC
 : -23, 10
CCCN(CCC)C(=O)CSc1nc2c(sc(=S)n2-c2ccc(OCC)cc2)c(=O)[nH]1
 : -23, 25
COc1cc(CNCc2cccs2)ccc1OCc1cccs1
 : -22, 9
COc1ccc2c(c1)c(=O)oc1cc(O)ccc12
 : 11, 12
Cc1onc(-c2ccccc2)c1NC(=O)Nc1c(-c2ccccc2)noc1C
 : -23, 51*
COc1ccc(OC)c(C(=O)NC(CC(N)=O)c2ccc(N3CCC(N4CCCC4)CC3)c([N+](=O)[O-])c2)c1 (configuration not stated)
 : -10, 18
CCc1c(C)sc(NC(=O)C2CC(c3c(F)cccc3Cl)=NO2)c1C#N (configuration not stated)
 : -31, 19
CCN(C(=O)COC(=O)c1ccccc1OCc1ccc(Cl)cc1)C1CCS(=O)(=O)C1 (configuration not stated)
 : -20, 2
CCO[C@H]1OC(C(=O)O)=C[C@@H](C(C)(C)C)[C@@H]1CCCO
 : -10, 14
CCOC(=O)N1CCN(C(=O)CSc2ncccn2)CC1
 : -7, 8
COc1ccc(N2CCN(c3cc(C)c4cccc(C)c4n3)CC2)cc1
 : -7, 32

Entries above that bear a hit mark in OX1R antag-2.
Second line of a record: OX1R antag-1, OX1R antag-2
CCOc1ncccc1C(=O)NCC1COc2ccccc2O1 (configuration not stated)
 : 30, 81*
Cc1onc(-c2ccccc2)c1NC(=O)Nc1c(-c2ccccc2)noc1C
 : -23, 51*

Continuation.
Second line of a record: OX1R antag-1, OX1R antag-2
COc1ccc(CN2CC(=O)N3[C@H]4c5ccccc5OC[C@@H]4[C@H](c4ccccc4)[C@]3(C)C2=O)cc1
 : 8, 20
CC(C)C(=O)Nc1ccc(C(=O)NNC(=S)NC(=O)c2ccco2)cc1
 : -6, 12
O=C(Nc1ccc2c(c1)CCC2)c1ccccc1
 : -9, 14
CCOC(=O)C1CCN(Cc2ccccn2)CC1
 : -21, 10
CCn1c(C(=O)NCCCc2ccccc2)cc2sccc21
 : -21, 15
Cn1cc(-c2ccccc2C(N)=O)c(=O)c2cc(Cl)ccc21
 : -2, 26
O=C1CNC(=O)N1
 : -2, 12

Source: PubChem BioAssay (The Scripps Research Institute Molecular Screening Center)
